Screening results deposited in PubChem by NMMLSC.
Myeloid diff 2: myeloid differentiation induction. ER-HoxA9 myeloid progenitors, lysozyme-GFP differentiation, flow cytometry. calls only at 10 µM. 1% of 360,000 active. AID 624256;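 active = normalized GFP-positive differentiation at or above the plate's own cutoff, the solvent-only control mean plus 3 SD; inconclusive = no clear call, values can overlap the other calls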;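 also: cells exposed to compound for four days before flow analysis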
Myeloid diff 2 GFP+ MAC1+ %: also measured in Myeloid diff 2; calls as there; GFP+ MAC1+ double positive, %; measured here: differentiation confirmed by MAC1 staining
Numbers without * were called inactive; i = inactive; ? = inconclusive; . = no result given; + = active, no number.

Below each compound – Myeloid diff 2	Myeloid diff 2 GFP+ MAC1+ %
1. c1cc2c(cc1C1OCC3C(c4ccc5c(c4)OCO5)OCC13)OCO2 (stereo not drawn)
  i	2.5
2. Cc1ccc(NC(=O)c2ncn(CCCNCCN3CCOCC3)n2)cc1C
  i	0.5
3. COC(=O)C1=C(c2ccccc2OCc2ccccc2)C[C@@H]2CC[C@H]1N2C(=O)NCc1cccc(C(F)(F)F)c1
  i	1.0
4. COc1cc(O)cc2c1cc([N+](=O)[O-])c1c(C(=O)O)cc3c(c12)OCO3
  i	2.3
5. NC(Cc1ccc(Cl)cc1)c1csc(Nc2ccccn2)n1 (stereo not drawn)
  i	0.4
6. C[C@]12CCC3C(CC[C@H]4C[C@H](O)CC[C@]34C)C1[C@@H](O)[C@@H](O)[C@@H]2O (stereo partly drawn)
  i	0.9
7. COC(=O)C1=C(c2ccc(Cl)c(C(F)(F)F)c2)C[C@@H]2CC[C@H]1N2C(=O)NC1CCCCC1
  i	1.7
8. C[C@@H]1C[C@@H]([C@H](O)CC2CC(=O)NC(=O)C2)C(=O)[C@@H](C)C1
  ?	.
9. O=C(NCC1=C(c2ccc3ccccc3c2)C[C@@H]2CC[C@H]1N2Cc1ccco1)c1cccs1
  i	0.2
10. COC(=O)C1=C(c2ccc(F)cc2F)C[C@@H]2CC[C@H]1N2C
  i	0.8
11. O=C(Nc1ccc(F)cc1)N1Cc2ccccc2-n2nncc2C1
  i	1.1
12. CC(=O)OC1CC(OC2C(O)CC(OC3C(O)CC(OC4CCC5(C)C(CCC6C5CC(O)C5(C)C(C7=CC(=O)OC7)CCC65O)C4)OC3C)OC2C)OC(C)C1OC1OC(CO)C(O)C(O)C1O (stereo not drawn)
  +	8.7*
13. CC[C@]12CC[C@H](O)CC1=CCC1C2CC[C@]2(C)C(=O)CCC12 (stereo partly drawn)
  i	0.3
14. O=P1(c2ccccc2)Nc2ccccc2N1c1ccccc1 (stereo not drawn)
  i	2.6
15. c1ccc(C2c3ccccc3-n3nncc3CN2CC2CCCCC2)cc1 (stereo not drawn)
  i	0.1
16. CS(=O)(=O)N1Cc2cnnn2-c2ccccc2C1C#N (stereo not drawn)
  i	0.6
17. COC(=O)C1=C(c2cccc(C#N)c2)C[C@@H]2CC[C@H]1N2C(=O)N1CCCCC1
  i	0.7
18. CCN(C(=O)COC(=O)c1cn(C)c2ccccc12)c1ccc(F)cc1
  i	1.0
19. O=C(c1ccccc1)C(Cc1ccccc1)N1CCOCC1 (stereo not drawn)
  i	0.5
20. O=C(NC1CCCCC1)N1Cc2cc(N3CCOCC3)ccc2-n2nncc2C1
  i	0.6
21. COC(=O)C1=C(c2ccc(F)cc2OCc2ccccc2)C[C@@H]2CC[C@H]1N2C(=O)NCCCc1ccccc1
  i	2.2
22. C[C@H]1COc2cccc(N3CCN(C)CC3)c2S(=O)(=O)N1
  i	1.3
23. CC(C)[C@H]1CC2C3CC=C4C[C@@H](O)CC[C@]4(C)C3CC[C@]2(C)[C@H]1O (stereo partly drawn)
  i	2.0
24. COC(=O)C1=C(c2ccc(OCc3ccccc3)cc2)C[C@@H]2CC[C@H]1N2C(=O)NCc1ccccc1C(F)(F)F
  i	0.5
25. CC(C)C[C@H]1COc2cccc(N3CCN(C)CC3)c2S(=O)(=O)N1
  i	1.0
26. Nc1ccc(Cc2ccc(N)cc2)cc1
  i	0.3
27. CCN(CC)N=O
  i	1.2
28. O=c1ccc2cc(O[C@@H]3O[C@H](CO)[C@@H](O)[C@H](O)[C@H]3O)c(O)cc2o1
  i	1.9
29. CC1C(=O)CC2(C(C)C)CC12 (stereo not drawn)
  i	1.1
30. COC(=O)C1=C(c2ccc(C(C)=O)cc2)C[C@@H]2CC[C@H]1N2C(=O)NCCOc1ccccc1Cl
  i	1.6
31. C[C@]12CCC3C(C[C@@H](O)[C@H]4C[C@@H](O)CC[C@]34C)C1CC[C@@H]2O (stereo partly drawn)
  i	1.7
32. CC(C)CN1Cc2cc(N3CCCCC3)ccc2-n2nncc2C1
  i	0.3
33. COC(=O)C1=C(c2ccc(-c3ccccc3)c(F)c2)C[C@@H]2CC[C@H]1N2C(=O)NCCOc1ccccc1
  i	2.4
34. ClCC(Br)CBr (stereo not drawn)
  i	1.6
35. CC(OC(=O)c1cn(C)c2ccccc12)C(=O)N1CCCC1 (stereo not drawn)
  i	0.9
36. COC(=O)C1=C(c2ccc(-c3ccccc3)c(F)c2)C[C@@H]2CC[C@H]1N2C(=O)NCCCOC(C)C
  i	3.5
37. COc1cc(C(=O)N2Cc3ccccc3-n3nncc3C2)cc(OC)c1OC
  i	0.4
38. c1ccc2oc(-c3ccc4c(c3)CNCc3cnnn3-4)cc2c1
  i	0.3
39. O=C1CCC2(O)C3Cc4ccc(O)c5c4C2(CCN3Cc2ccoc2)C1O5 (stereo not drawn)
  i	0.2
40. O=C(Cn1c(NCCCl)nc2ccccc21)c1ccc(Br)cc1
  i	0.3
41. COC(=O)C1=C(c2cccc(C#N)c2)C[C@@H]2CC[C@H]1N2C(=O)NCCCOC(C)C
  i	0.6
42. C=CC[C@@H](C)CC(=O)C(CCCN=[N+]=[N-])SOOc1ccccc1 (stereo partly drawn)
  i	0.9
43. CCOC(=O)[C@]12Cc3c(cc(OC)c(OC)c3OC)[C@H]1N(CCC(=O)OC)C(=O)c1ccccc12
  i	2.3
44. COC(=O)C1=C(c2cccc(OC)c2OC)C[C@@H]2CC[C@H]1N2C(=O)NCCO
  i	2.9
45. CCOC(=O)[C@]12Cc3cc(Cl)ccc3[C@H]1N(C(C)C)C(=O)c1ccccc12
  ?	.
46. COc1ccc(-c2ccc3c(c2)CNCc2cnnn2-3)cc1
  i	0.5
47. CCOC(=O)CC(SP1(=S)OCC2(CCCCC2)CO1)C(=O)OCC (stereo not drawn)
  ?	.
48. CSCCC(c1nnnn1C1CCCC1)N1CCC2(CC1)C(=O)NCN2c1ccccc1 (stereo not drawn)
  i	1.4
49. C1CC2OC2CC1C1CO1 (stereo not drawn)
  i	1.1
50. COc1ccc(-n2nnnc2C(c2cccc(OC)c2OC)N2CCC(n3c(=O)[nH]c4ccccc43)CC2)cc1 (stereo not drawn)
  i	1.0
51. COc1ccc(CCNC2(C#N)CCCCC2)cc1OC
  i	1.0
52. CC=C(C)C1(CCC)C(=O)NC(=S)NC1=O
  i	1.3
53. C[C@@H]1C(=O)O[C@H]2[C@H](O)[C@]34[C@@H]5OC(=O)[C@]3(OC3OC(=O)[C@H](O)C34[C@H](C(C)(C)C)[C@@H]5O)[C@@]12O (stereo partly drawn)
  i	0.6
54. CC12CCC3C(CCC4CC(=O)CCC43C)C1CC(=NO)C2=O (stereo not drawn)
  ?	.
55. C[C@]12CCC3C(CC[C@H]4C[C@@H](O)CC[C@]34C)C1C[C@@H](N)[C@@H]2O (stereo partly drawn)
  i	0.8
56. COC(=O)C1=C(c2ccc(F)cc2OCc2ccccc2)C[C@@H]2CC[C@H]1N2C(=O)NCCNC(C)=O
  i	0.7
57. COc1ccc(C(c2nnnn2C(C)(C)C)N2CCC3(CC2)C(=O)NCN3c2ccccc2)cc1 (stereo not drawn)
  i	0.6
58. COC(=O)C1=C(c2cccc(OCc3ccccc3)c2)C[C@@H]2CC[C@H]1N2C(=O)NNCc1ccccc1
  i	5.2
59. COc1ccc(N2CCN(CCCN)CC2)cc1
  i	0.6
60. CO[C@@H]1C=CC23c4cc5c(cc4CO[C@]2(O)CN(C)[C@H]3C1)OCO5 (stereo partly drawn)
  i	1.7

Gathered by group, the entries above containing bromine (2)
Below each compound – Myeloid diff 2	Myeloid diff 2 GFP+ MAC1+ %
34. ClCC(Br)CBr (stereo not drawn)
  i	1.6
40. O=C(Cn1c(NCCCl)nc2ccccc21)c1ccc(Br)cc1
  i	0.3

Following part.
Below each compound – Myeloid diff 2	Myeloid diff 2 GFP+ MAC1+ %
61. COC(=O)C1=C(c2ccc(F)cc2OCc2ccccc2)C[C@@H]2CC[C@H]1N2C(=O)NCc1cccc(C(F)(F)F)c1
  i	1.5
62. COC(=O)C1=C(C(=O)OC)C2OC1c1cc3ccccc3cc12
  ?	.
63. O=C(Nc1cccc(Cl)c1)OCC#CCN1CCCC1
  i	2.1
64. COC(=O)C1=C(c2ccc(C(C)=O)cc2)C[C@@H]2CC[C@H]1N2C(=O)NC1CC1
  i	0.6
65. COC(=O)C1=C(c2ccc(F)cc2OCc2ccccc2)C[C@@H]2CC[C@H]1N2C(=O)NCC1CC1
  i	0.9
66. O=C(NN=Cc1ccc(N(CCCl)CCCl)cc1)c1cc(=O)[nH]c(=O)[nH]1
  i	1.8
67. COc1ccc(OC(=O)N(C)C[C@@H]2OCc3cnnn3CCCC(=O)N([C@H](C)CO)C[C@@H]2C)cc1
  i	0.5
68. COc1ccc(CC(=O)C2C(=O)N(C)c3ccccc32)cc1OC (stereo not drawn)
  i	1.5
69. C=CC12CN(C)C3C4COC(CC41)C1(C(=O)Nc4ccccc41)C32 (stereo not drawn)
  i	0.7
70. COC(=O)C1=COC(C)C2CN3CCc4c([nH]c5cc(OC)ccc45)C3CC12 (stereo not drawn)
  i	3.7
71. C[C@]12CC[C@H](O)CC1=CCC1C2CC[C@@]2(C)C1C[C@@H]1CC(=O)O[C@@H]12 (stereo partly drawn)
  i	1.7
72. Cc1ccc(-c2cc(-c3ccc(C)cc3)[n+](-c3ccc(C(=O)[O-])cc3)c(-c3ccc(C)cc3)c2)cc1
  i	2.0
73. CCOC(=O)C1(c2ccccc2)Oc2ccccc2C(c2ccc(OC)cc2)=C1C(=O)OC (stereo not drawn)
  i	0.6
74. COC(=O)C1=C(c2ccc(C(C)=O)cc2)C[C@@H]2CC[C@H]1N2C(=O)NCc1ccc2c(c1)OCO2
  i	0.4
75. O=C(NCCN1CCC2(CC1)C(=O)NCN2c1cccc(F)c1)c1ccc2ccccc2c1
  i	0.6
76. CC[C@H](C)[C@@H](C(=O)N1CCCC1c1nccs1)N(C)C(=O)[C@H](CC(C)C)N(C)C(=O)[C@H](Cc1ccc(OC)cc1)N(C)C(=O)/C=C(\C)OC (stereo partly drawn)
  i	0.5
77. N[C@H](CO)Cc1ccccc1
  i	3.0
78. NS(=O)(=O)c1nc[nH]c1[N+](=O)[O-]
  i	0.9
79. COC(=O)C1=C(c2ccc(-c3ccccc3)c(F)c2)C[C@@H]2CC[C@H]1N2C(=O)N1CCCCC1
  i	1.3
80. COC(=O)C1=C(c2ccc(-c3ccccc3)c(F)c2)C[C@@H]2CC[C@H]1N2C(=O)NCc1cc(C)oc1C(F)(F)F
  i	1.6
81. COP(=S)(OC)SCn1nnc2ccccc2c1=O
  i	0.7
82. C[C@]12CCC3C(CC[C@H]4C[C@@H](O)CC[C@]34C)C1C[C@@H](O)[C@H]2O (stereo partly drawn)
  i	1.1
83. O=P(NC1CCCCC1)(Oc1ccccc1)Oc1ccccc1
  ?	.
84. C[C@@H]1CN([C@H](C)CO)C(=O)CCCn2nncc2CO[C@@H]1CN(C)C(=O)Oc1ccc2ccccc2c1
  i	1.1
85. C=CCNC(=S)N1Cc2cc(Br)ccc2-n2nncc2C1
  i	0.9
86. C[C@]12CCC3C(CC[C@H]4C[C@@H](O)CC[C@]34C)[C@H]1C=CC2=O (stereo partly drawn)
  i	0.8
87. Cc1cccc(C)c1-n1nnnc1C(CCc1ccccc1)N1CCC2(CC1)C(=O)NCN2c1ccccc1 (stereo not drawn)
  i	0.8
88. C#C[C@]1(O)CCC2C3C(=O)C=C4C=CCC[C@]4(C)C3CC[C@@]21C (stereo partly drawn)
  i	0.9
89. COC(=O)C1=C(c2ccc(OCc3ccccc3)cc2)C[C@@H]2CC[C@H]1N2C(=O)NCc1ccc2c(c1)OCO2
  i	0.8
90. COC(=O)C1=C(c2ccc(Cl)c(C(F)(F)F)c2)C[C@@H]2CC[C@H]1N2C(=O)N1CCC(O)(c2ccc(Cl)cc2)CC1
  i	2.8
91. O=S(=O)(c1ccccc1)N1Cc2ccccc2-n2nncc2C1
  i	3.0
92. COC(=O)C1=C(c2cccc(OCc3ccccc3)c2)C[C@@H]2CC[C@H]1N2C(=O)NCc1ccc(OC)c(OC)c1
  i	1.0
93. CN(C)c1cccc(CN2CCN(c3ccccc3)CC2)c1
  i	1.4
94. CC12C=CC(=O)CC1CCC1C2CCC2(C)C(O)C(O)CC12 (stereo not drawn)
  i	0.8
95. O=c1[nH]c(Cl)ccc1CN1CCOCC1
  i	1.6
96. ClC1=C(Cl)C2(Cl)C3C(Cl)C=CC3C1(Cl)C2(Cl)Cl (stereo not drawn)
  i	2.2
97. C[C@]12CCC3C(CC[C@H]4C[C@@H](O)CC[C@]34C)C1CC[C@@]2(O)C(F)(F)F (stereo partly drawn)
  i	0.1
98. O=C(NC1CCCCC1)N1Cc2cc(-c3ccccc3)ccc2-n2nncc2C1
  i	0.1
99. O=c1[nH]c2ccccc2n1C1CCN(Cc2ccc(-c3nc4ccccc4nc3-c3ccccc3)cc2)CC1
  i	1.9
100. COOCC1(C(=O)OC)C[C@H](c2ccc(OC)cc2)N(Cc2ccccc2OC)[C@@H]1c1ccccc1C (stereo partly drawn)
  i	1.7
101. CCOC(=O)[C@]12Cc3cc(C)ccc3[C@H]1N(CCC(=O)OC)C(=O)c1ccccc12
  i	2.2

Entries of single compounds, quoted from the list. Values in the order: Myeloid diff 2, Myeloid diff 2 GFP+ MAC1+ %
Record of `COC(=O)C1=C(c2ccc(F)cc2OCc2ccccc2)C[C@@H]2CC[C@H]1N2C(=O)NCCNC(C)=O` : i, 0.7
Record of `C#C[C@]1(O)CCC2C3C(=O)C=C4C=CCC[C@]4(C)C3CC[C@@]21C` (stereo partly drawn) : i, 0.9
Record of `C[C@@H]1C[C@@H]([C@H](O)CC2CC(=O)NC(=O)C2)C(=O)[C@@H](C)C1` : ?, .
Record of `ClCC(Br)CBr` (stereo not drawn) : i, 1.6

A portion of the library; the hit share may differ from the screen's.
